Source: PubChem BioAssay (Sanford-Burnham Center for Chemical Genomics)
ER stress surv: ER stress cell death inhibition; relative survival (cellular ATP), % at 15 µg/mL (by protocol); CSM14.1 thapsigargin ER stress survival, ATP luminescence; 0.33% of 48,000 active;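 active means survival measured by cellular ATP above 50% at 15 µg/ml in the first screen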;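 further: cell death triggered by about 15 µM thapsigargin; ATP read 24 h after thapsigargin was added; plate controls were thapsigargin with DMSO for no effect and DMSO without thapsigargin for full effect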
Active calls of the source: *; & = joins results of further samples. Not all compounds are listed (hit frequency here may not be typical).

SMILES | ER stress surv
O=c1c(-c2nc3ccccc3s2)c(C(F)(F)F)oc2cc(O)ccc12 | 1.2
CCOC(=O)c1c(NC(=O)c2cc(Cl)ccc2[N+](=O)[O-])sc2c1CCCC2 | 5.9
Cc1cccc(/C=N/NC(=O)c2cccc(F)c2)c1O | 19.5
CCCC1=C(C(=O)OCC)C(c2ccc(Cl)cc2Cl)NC(=O)N1 (stereo not drawn) | 6.2
O=S(=O)(NCCOc1ccccc1F)c1ccccc1 | -2.8
C/C(=N\NC(=O)c1ccccc1[N+](=O)[O-])c1c(O)cc(C)oc1=O | 2.9
CCOc1ccc(/C=N/NC(=O)CN(c2ccc(C)cc2)S(=O)(=O)c2ccccc2)cc1 | 4.8
O=C(O)CC(Cc1ccc(Br)cc1)C(=O)Nc1ccccc1 (stereo not drawn) | -1.0
CCCc1[nH]n(-c2nc3ccccc3s2)c(=O)c1C=NCCCO | -3.2
CNC(=O)C(=O)Nc1ccc(C)c(C)c1 | 11.6
CCCCNC(=O)c1cc2n(n1)C(C(F)(F)F)CC(c1ccc(Cl)c(Cl)c1)N2 (stereo not drawn) | 1.2
O=[N+]([O-])c1ccc(N=Cc2cc(I)cc(I)c2O)c(O)c1 | 3.9
Cc1sc(NC(=O)c2cc(Cl)ccc2Cl)c(C#N)c1C | 2.8
O=C1CC(N2CCN(c3ccccn3)CC2)C(=O)N1c1cc(Cl)cc(Cl)c1 (stereo not drawn) | 8.1
O=C1c2ccccc2NC(c2ccc(Br)cc2)N1Cc1ccccc1 (stereo not drawn) | -3.4
Cc1ccc(NC(=O)c2cccc3c(Br)cccc23)c([N+](=O)[O-])c1 | 2.8
COc1ccc2c(c1OC)C(=O)OC2Nc1ccccc1Br (stereo not drawn) | 5.7
COc1ccc(/C(=C2\OC(=O)c3ccccc32)[N+](=O)[O-])cc1 | -8.4
O=C(/C=C\Nc1ccccc1NS(=O)(=O)c1ccccc1)c1ccc(F)cc1 | 10.3
O=C(O)CCn1c2c(c3ccccc31)CCCC2 | 0.0
CC(C)(C)c1ccc(-c2nnc(NC(=O)Nc3ccccc3)s2)cc1 | 3.1
O=S(=O)(NCCc1ccccc1)c1cccs1 | 14.8
COC(=O)c1c(NC(=O)C2C3CCC(C3)C2C(=O)O)sc2c1CCCCC2 (stereo not drawn) | 1.0
C/C=C/COC(=O)C1=C(C)NC(=O)NC1c1cccc(Br)c1 (stereo not drawn) | 0.3
COc1ccc(/C=N/c2oc(C)c(C)c2C#N)cc1 | -4.9
COc1cc(C=C2C(=O)NC(=O)NC2=O)cc(I)c1OCc1ccc(Cl)cc1 | 1.4
CCOC(=O)c1c(NC(=O)Cn2cnc([N+](=O)[O-])n2)sc2c1CCC2 | 7.7
Cc1cc(C)n(-c2nc(Nc3cccc(C(F)(F)F)c3)nc(-n3nc(C)cc3C)n2)n1 | 0.3
CC1(C)CC(=O)C2=C(C1)Nc1ccccc1N(C(=O)Cc1ccccc1)C2c1cccc(F)c1 (stereo not drawn) | 0.5
CC(C)CC(=O)N1CCN(Cc2ccc3ccccc3c2)CC1 | -3.0
O=S1(=O)N=C(N2CCN(Cc3ccccc3)CC2)c2ccccc21 | 0.7
CCOC(=O)c1c(C)oc2c(Br)cc(NS(=O)(=O)c3ccccc3)cc12 | 4.0
Cc1ccccc1N1OC2C(=O)N(c3ccc(Br)cc3)C(=O)C2C1c1ccco1 (stereo not drawn) | 1.9
O=c1c2ccccc2n(Cc2cccc(C(F)(F)F)c2)c2ccccc12 | -0.6
Cc1[nH]n(-c2ccccc2)c(=O)c1C(c1ccc(C(F)(F)F)cc1)c1c(C)[nH]n(-c2ccccc2)c1=O | 4.8
CCOc1cccc(-c2nnc(N)s2)c1 | -11.2

Sorted by length of the SMILES (lowest first): five of the compounds above.
SMILES | ER stress surv
O=S1(=O)N=C(N2CCN(Cc3ccccc3)CC2)c2ccccc21 | 0.7
O=c1c2ccccc2n(Cc2cccc(C(F)(F)F)c2)c2ccccc12 | -0.6
COc1cc(C=C2C(=O)NC(=O)NC2=O)cc(I)c1OCc1ccc(Cl)cc1 | 1.4
Cc1ccccc1N1OC2C(=O)N(c3ccc(Br)cc3)C(=O)C2C1c1ccco1 (stereo not drawn) | 1.9
CC1(C)CC(=O)C2=C(C1)Nc1ccccc1N(C(=O)Cc1ccccc1)C2c1cccc(F)c1 (stereo not drawn) | 0.5

The main list resumes; the five compounds before the break are reprinted first.
SMILES | ER stress surv
CCOC(=O)c1c(C)oc2c(Br)cc(NS(=O)(=O)c3ccccc3)cc12 | 4.0
Cc1ccccc1N1OC2C(=O)N(c3ccc(Br)cc3)C(=O)C2C1c1ccco1 (stereo not drawn) | 1.9
O=c1c2ccccc2n(Cc2cccc(C(F)(F)F)c2)c2ccccc12 | -0.6
Cc1[nH]n(-c2ccccc2)c(=O)c1C(c1ccc(C(F)(F)F)cc1)c1c(C)[nH]n(-c2ccccc2)c1=O | 4.8
CCOc1cccc(-c2nnc(N)s2)c1 | -11.2
Cc1ccc(C(=O)/C=C(/N)C(F)(F)F)cc1 | 7.5
Cc1c(OCC(=O)c2ccccc2)ccc2c1oc(=O)c1ccccc12 | -0.9
CCCCOC(=O)c1ccc(NC(=O)c2cccc(OC)c2)cc1 | 9.0
CC(=O)c1cccc(NC(=O)c2cncc(Br)c2)c1 | -5.6
CCOc1ccc(C(=O)Nc2cccc3nsnc23)cc1 | 3.1
CC(NS(=O)(=O)c1ccc(F)cc1)c1ccccc1 (stereo not drawn) | -0.8
Cc1ccc(C(=O)N/C(=C/c2cccc3ccccc23)C(=O)N2CCCC2)cc1 | -1.8
N#C/C(=C\c1cccc(OCc2ccccc2)c1)C(N)=O | 4.7
CCOC(=O)c1sc(NC(=O)COc2cccc(C)c2C)nc1C | 3.4
Cc1cc(NS(=O)(=O)c2ccc(Nc3nc(-c4ccccc4)cs3)cc2)no1 | 3.0
O=C(Nc1c[nH]c(=O)[nH]c1=O)c1cccc(N2C(=O)c3ccc([N+](=O)[O-])cc3C2=O)c1 | 4.4
CCc1ccc(-c2nc3cc(NC(=O)c4cccc(OC)c4)ccc3o2)cc1 | 15.0
Cc1ccc(NC(=O)c2ccc(CN(c3ccccc3)S(C)(=O)=O)cc2)cc1Cl | 5.0
COc1ccc(/C=C(\NC(=O)c2ccccc2)C(=O)NCC(C)C)cc1 | -1.6
O=C(NCC1(c2ccccc2)CCOCC1)c1ccc(Br)o1 | 12.9
COCCNS(=O)(=O)c1ccccc1[N+](=O)[O-] | 2.3
O=C(CSc1nnc(SCC(=O)Nc2ccc(F)cc2)s1)Nc1ccc(F)cc1 | 2.8
CC1(C)Cc2ccccc2/C(=C/C(=S)Nc2ccccc2)N1 | -3.1
CN(C)/C=C1\N=C(c2ccc(F)cc2)OC1=O | 10.0
COc1ccc(Br)c(C=Nc2cccc3nsnc23)c1O | -5.8
C=CCN1C(=O)/C(=C\c2ccc(OC)c3ccccc23)C(=O)NC1=S | -1.7
CC(C)(C)c1cc(S(N)(=O)=O)c2cc(C(C)(C)C)cc(S(N)(=O)=O)c2c1 | 5.8
Cc1cc(NC(=O)c2cccc([N+](=O)[O-])c2C)ccc1Br | 10.9
COc1ccc(-c2csc(N3C(=O)c4ccc(OC)c(OC)c4C3=O)n2)cc1 | -3.2
O=C(Cc1ccc(Cl)cc1)NNC(=O)c1ccco1 | -2.5
O=C(c1ccc(I)cc1)N1CCN(c2ccccn2)CC1 | 1.6
Clc1ccc(N2CCN(N=Cc3cccc(Cl)c3)CC2)cc1 | 0.0
Cc1ccc(-c2[nH]n3c(=O)cc(-c4ccccc4)nc3c2C)cc1 | 11.0
Cc1ccc2oc(-c3cccc(NC(=O)COc4ccc(Cl)c(C)c4)c3C)nc2c1 | 3.1
CCOC(=O)c1ccc(-n2c(CN3C(=O)c4ccccc4C3=O)nc3ccccc3c2=O)cc1 | 19.9
CCc1ccc(NC(=O)c2nn3c(c2Br)NC(c2ccccc2)CC3C(F)(F)F)cc1 (stereo not drawn) | 9.3
C/C(Nc1cccc(C)n1)=C(\C#N)C(N)=O | 8.6
Cc1nnc(Nc2cccc(Nc3nnc(C)c4ccccc34)c2)c2ccccc12 | -9.9
CCOc1ccc(CSc2ncnc(SCc3ccc(OCC)cc3)c2N)cc1 | 1.9
COc1cc(NC(=O)c2cnn3c2NC(c2ccc(Br)cc2)CC3C(F)(F)F)cc(OC)c1OC (stereo not drawn) | -2.6
Nc1nnc(Cc2ccc(F)cc2)s1 | 10.8
C=CCNC(=S)Nc1ccccc1NC(=S)NCC=C | 5.5
COc1ccc(C2CC(c3c(-c4ccccc4)c4cc(Br)ccc4[nH]c3=O)=NN2C(=O)CCC(=O)O)cc1 (stereo not drawn) | 11.9
N#Cc1c(C(F)(F)F)cc(-c2ccccc2)nc1SCC(=O)NCC(=O)O | 2.4
CC(=O)C1=C(C)NC(C)=C(C(C)=O)C1c1cccs1 | -5.0
COc1cc2nc(-c3ccc([N+](=O)[O-])cc3)oc(=O)c2cc1OC | 17.5
CC(NC(=O)CSc1ncccn1)c1ccccc1 (stereo not drawn) | 8.2
Cc1ccc(NC(=O)/C=C/c2ccccc2)cc1 | 1.6
O=C(Cn1nnc(-c2ccccc2)n1)N/N=C/c1ccc(-c2ccc(C(=O)O)cc2)o1 | 7.7
CC(C)C(=O)N1CCN(c2ccc([N+](=O)[O-])cc2Cl)CC1 | -0.2
COc1cc(OC)cc(C(=O)Nc2ccc(-c3nc4cc(C)cc(C)c4o3)cc2)c1 | -8.7
Cc1ccccc1OCC(=O)Nc1cccc(NC(=O)c2ccccc2Cl)c1 | -3.5
COC(=O)C1=C(C(=O)OC)SC(=C2C(=S)C(C)(C)N(C(=O)C(C)C)c3cc(C)ccc32)S1 | 11.5
CCCn1nc(CC(=O)O)c2ccccc2c1=O | 7.8
COc1ccc(CNC(=O)c2ccccc2[N+](=O)[O-])cc1 | 16.2
COc1cc(C(=O)NCc2ccc(F)cc2)cc(OC)c1OC | 0.3
CCc1nnc2c3c4c(sc3nc(C)n12)CCC4 | 5.8
O=c1c2c3c(sc2[nH]c(=S)n1CCc1ccccc1)CCC3 | 10.3
CC(=O)COc1ccc2c(C)cc(=O)oc2c1C | -3.9
CCNC(=S)Nc1cccc(Cl)c1 | -3.2
Cc1ccc(N(CC(=O)O)S(C)(=O)=O)cc1C | 8.3
CC(C)OC(=O)c1c(-c2ccccc2)csc1NC(=O)C1C2CCC(C2)C1C(=O)O (stereo not drawn) | -0.3
COc1ccccc1C1NC(=O)NC(C)=C1C(=O)OC1CCCCCCC1 (stereo not drawn) | 0.7
COc1ccc(Cc2c(O)nc(SCC(=O)Nc3ccccc3OC)[nH]c2=O)cc1 | 4.0
CC(C)=C1C2C=CC1C1C(=O)N(c3ccc(F)cc3)C(=O)C21 (stereo not drawn) | 19.0
Next structures follow:
SMILES | ER stress surv
Cc1cc(OCC(=O)Nc2ccc(N3CCOCC3)cc2)cc(C)c1Cl | -3.4
COC(=O)c1cc(C(=O)Nc2ccccc2C(N)=O)cc([N+](=O)[O-])c1 | 8.5
Cc1cc(C)cc(NC(=O)CN(Cc2ccccc2)S(=O)(=O)c2ccccc2)c1 | 9.5
O=C(NC1CCCCC1)C(c1ccccc1)c1ccccc1 | 5.4
CCOC(=O)C(=C/C=C/c1ccccc1)C(=O)OCC | -6.2
C(=N\n1cnnc1)/c1cccc(OCCOc2ccccc2)c1 | 2.2
c1cc2cc(C3=NCCN3)ccc2cc1C1=NCCN1 | -2.0
CCc1ccc(C2(c3ccc(CC)cc3)C(=O)NCc3ccccc32)cc1 | -0.3
O=C(O)/C=C\C(=O)Nc1ccccc1C#Cc1ccc(Br)cc1 | -6.1
CC/C(C)=N/Nc1nc(-c2ccccc2)c(C)s1 | -0.2
O=C(/C=C/c1ccccc1)NC(=S)Nc1ccc(NC(=O)c2ccco2)cc1 | -0.4
COc1cc(Oc2ccccc2)nc(N)n1 | 4.4
CCOC(=O)C1=C(C)N=c2s/c(=C\c3cccc(O)c3)c(=O)n2C1c1cccc(OC)c1 (stereo not drawn) | 8.7
COc1cccc(CN2CCN(S(=O)(=O)c3ccc(C)cc3)CC2)c1 | -4.7
CC(C)(C)c1cc(C(=O)N/N=C/c2ccc([N+](=O)[O-])cc2)n[nH]1 | 2.7
CCC(=O)Nc1nc(C)c(-c2csc(Nc3ccc(C(=O)O)cc3)n2)s1 | -4.2
COc1ccc(/C=N\NC(=O)CNc2ccccc2C)cc1 | -6.3
COc1ccc(OC)c(/C=C2\C(=O)NN(c3ccccc3)C2=O)c1 | 5.9&5.2
COc1ccc(C(=O)N2CCN(c3ccc(F)cc3)CC2)cc1[N+](=O)[O-] | 2.9
CC(=O)C1=C(C)NC(=S)NC1c1ccc(C)cc1 (stereo not drawn) | 11.0
c1coc(-c2nc3sc(-c4ccco4)nc3s2)c1 | -1.8
Cc1cc(Cl)ccc1OCC(=O)N1CCOCC1 | 3.6
CCCc1nc2c(C)cc(C)cc2c(N)c1CC | -11.3
O=C(/C=C/c1ccc(F)cc1)Nc1cccc(C(F)(F)F)c1 | -1.5
Cc1ccc(S(=O)(=O)C(=O)Nc2cccc3nsnc23)cc1 | 3.9
COc1cc(C(=O)N2CCN(c3ccc(F)cc3)CC2)cc(OC)c1OC | 10.7
CCOC(=O)c1c(NC(=O)C2(c3ccccc3)CCCC2)sc2c1CC(C)(C)OC2 | -4.1
COc1ccc(N2C(=O)c3cccc4c(NC(CO)(CO)CO)ccc(c34)C2=O)cc1 | 9.5
CC1=C(C#N)C(c2cc3c(cc2[N+](=O)[O-])OCO3)C2=C(CC(C)(C)CC2=O)N1 (stereo not drawn) | -2.6
CC(=O)c1c(C)oc2c(Br)cc(NS(=O)(=O)c3ccccc3)cc12 | 7.4
Cc1ccc(N2C(=O)CC(N3CCOCC3)C2=O)cc1 (stereo not drawn) | -2.9
COC(=O)C1=C(C(=O)OC)SC(=C2C(=S)C(C)(C)N(C(=O)c3cccc(F)c3)c3ccc(OC)cc32)S1 | 2.5
O=C(Nc1cc(Cl)ccc1Cl)c1ccc(-c2ccc(Cl)cc2)o1 | 7.5
CN(C)CCC#CC1(O)c2ccccc2-c2ccccc21 | -2.8
CC(=O)OCCN1C(=O)c2ccc(Oc3cccc(Oc4ccc5c(c4)C(=O)N(CCOC(C)=O)C5=O)c3)cc2C1=O | -0.2
CCN(CC)c1ccc(NC(=O)Cc2ccccc2)cc1 | -0.6
O=C(O)c1cccc([N+](=O)[O-])c1C(=O)Nc1nc2ccccc2s1 | 0.7
O=C(COc1ccc2c3c(c(=O)oc2c1)CCCC3)OCc1ccccc1 | 5.8
